# Assay outcomes deposited in PubChem BioAssay by several laboratories.
# MBD2 inh: MBD2-methylated oligo binding inhibition; Q9UBB5; TR-FRET, MBD2 binding to methylated oligonucleotide; inhibition, % at 4.4 µM; 370,000 tested, 0.31% active; AID 686964; in the data active = inhibition above about 13%
# SIAE inh: blocks human sialic acid acetylesterase. inhibition, % at 9.66 µM. SIAE FP-Rh probe binding, fluorescence polarization. 370,000 tested, 0.69% active. Q9HAT2;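 active = inhibition above a cutoff: mean of compounds within the control limits plus 3 SD of those, cut at about 17% in these data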;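 also: 0% = plate median of compound wells and 100% = probe without SIAE protein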
# LEDGF integ inh: blocks HIV-1 LEDGF/p75-dependent DNA integration | TR-FRET IN-LEDGF/p75 DNA integration, Eu/Cy5 | inhibition, % at 3.7 µM | 370,000 tested, 0.64% active | AID 743269;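 active = inhibition above the screen-wide mean plus 3 SD, cut at about 13% in these data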;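 also: signal is the Cy5 over europium emission ratio at 671 and 618 nm; 0% = plate median of compound wells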
# TDP2 absorb: TDP2 (human) inhibition, absorbance primary screen; inhibition, % at 12.8 µM; recombinant TDP2, T5PNP hydrolysis, p-nitrophenol absorbance 415 nm; AID 720702; 370,000 tested, 0.34% active;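 active = inhibition above the mean of all tested compounds plus 3 SD, set per campaign, cut at about 25% in these data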;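 also: 0% = DMSO with enzyme and 100% = buffer with substrate but no TDP2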
#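 Incubation: 2 h at 37 °C; Test system: recombinant human TDP2; Quantity: enzyme 120 nM; Read-out basis: percent inhibition; Medium: 50 mM Tris-HCl pH 7.5 with Mg2+, KCl, DTT, BSA; Repeats: single replicate; Compound: 12.8 µM single point, 1% DMSO; Signal: epi absorbance; Reagent: 5 mM T5PNP chromogenic substrate; Benchmarks: no-enzyme high, DMSO-plus-enzyme low.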
# HTRA1 inhibitor: HTRA1 (human) protease inhibition. inhibition, % at 5.96 µM. 340,000 tested, 0.5% active. Q92743. recombinant HTRA1, FP-rhodamine activity-based probe, fluorescence polarization; in the data active = inhibition above about 36%;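 also: 0% = enzyme with DMSO and 100% = wells lacking enzyme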
# Target sequence (Q92743 whole entry, looked up): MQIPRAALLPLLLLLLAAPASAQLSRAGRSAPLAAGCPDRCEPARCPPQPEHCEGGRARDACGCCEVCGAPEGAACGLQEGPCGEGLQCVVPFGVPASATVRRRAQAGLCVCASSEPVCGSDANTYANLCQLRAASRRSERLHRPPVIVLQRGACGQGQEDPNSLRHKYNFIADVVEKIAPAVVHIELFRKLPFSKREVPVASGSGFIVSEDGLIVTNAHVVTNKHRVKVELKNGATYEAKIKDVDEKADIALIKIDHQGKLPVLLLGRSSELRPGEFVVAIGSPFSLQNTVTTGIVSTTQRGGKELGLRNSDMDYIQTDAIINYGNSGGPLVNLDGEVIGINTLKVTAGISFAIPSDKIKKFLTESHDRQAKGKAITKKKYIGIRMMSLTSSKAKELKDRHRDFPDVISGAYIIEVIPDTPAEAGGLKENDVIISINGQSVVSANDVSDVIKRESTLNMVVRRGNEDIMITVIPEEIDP
# GC-B act: GC-B (human) receptor activation; 370,000 tested, 0.11% active; AID 1920062; P20594; activation, % at 10 µM; HEK293-GC-B cells, CNP EC30, cGMP TR-FRET; 0% at EC30 CNP, 100% saturating CNP;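 active = activation at 10 µM reaching about 35% in either raw or pattern-adjusted values, limit read from the data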
# TCR-CD3 inh: human TCR-CD3 binding inhibition; TAMRA-labeled TCR probe fluorescence, biochemical; 360,000 tested, 0.37% active; inhibition, % at 9.4 µM; AID 651800; in the data active = inhibition above about 19%;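 also: recombinant mutant TCR 2C K166C tagged with TAMRA read by polarization; 0% = receptor in buffer alone and 100% = receptor with positive control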
# mABHD4 FP: ABHD4 (mouse) inhibition, primary FP screen | 370,000 tested, 0.54% active | purified mABHD4, FP-Rh probe fluorescence polarization | inhibition, % at 8.92 µM | AID 720543 | Q8VD66;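 active = inhibition exceeding the mean over every tested compound plus 3 SD, cut at about 30% in these data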;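 also: 0% = plate median of compound wells and 100% = S159A mutant with DMSO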
# Target sequence (Q8VD66 whole entry, looked up): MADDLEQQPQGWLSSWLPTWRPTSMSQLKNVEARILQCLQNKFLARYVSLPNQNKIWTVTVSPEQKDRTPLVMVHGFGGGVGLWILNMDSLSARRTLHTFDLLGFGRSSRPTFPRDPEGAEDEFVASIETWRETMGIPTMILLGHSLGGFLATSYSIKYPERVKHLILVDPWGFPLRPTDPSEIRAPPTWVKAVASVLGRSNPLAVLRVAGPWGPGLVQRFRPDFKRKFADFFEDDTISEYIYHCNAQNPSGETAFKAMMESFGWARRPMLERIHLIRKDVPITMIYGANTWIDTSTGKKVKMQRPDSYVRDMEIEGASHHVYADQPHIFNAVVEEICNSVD
#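 Doses – 8.92 µM, single dose · Material – wild-type mouse ABHD4 protein · Replication – single well per compound (singlicate) · Measure – percent inhibition of probe binding, normalized to plate controls · Schedule – 45 min compound pre-incubation plus 60 min probe step, 25 °C · Detection – fluorescence polarization with parallel and perpendicular emission, 525/598 nm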
# rCAG binder: binds r(CAG) RNA repeats. r(CAG) RNA repeat, TO-PRO-1 dye displacement fluorescence. inhibition, % at 3 µM. 370,000 tested, 1.3% active;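 active = inhibition above the plate cutoff, the mean of all test compounds on that plate plus 3 SD, cut at about 35% in these data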;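 also: 0% = DMSO alone and 100% = 100 µM mitoxantrone as full dye displacement; higher means more dye released from RNA so lower well fluorescence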
# PRMT1 inh: inhibitors of human PRMT1; recombinant PRMT1, activity-based probe fluorescence polarization; inhibition, % at 2.79 µM; 370,000 tested, 1.3% active; AID 652257;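 active = inhibition above about 21% made by adding two undisclosed values, limit read from the data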
# * marks the source's active call; other numbers are inactive results; nt = no result given. These rows are one share of the data. The share of hits here may be higher or lower than overall.
# Start of the data: the first 2 records as a preview:
# Under each structure – MBD2 inh, GC-B act, LEDGF integ inh, HTRA1 inhibitor, SIAE inh, rCAG binder, TDP2 absorb, TCR-CD3 inh, PRMT1 inh, mABHD4 FP
COc1ccccc1P(=O)(Cc1ccccc1[N+](=O)[O-])c1ccccc1 (centres undefined)
  3.5, -12.6, -2.3, -0.9, -1.4, -3.2, 12.2, 0.0, -1.6, -2.6
CCCCNC(=S)Nc1cccc2cnccc12
  -1.3, -5.1, -1.0, 1.0, 11.2, -1.1, 16.9, -2.0, -1.8, 5.7

# Main list, from the first entry:
# Under each structure – MBD2 inh, GC-B act, LEDGF integ inh, HTRA1 inhibitor, SIAE inh, rCAG binder, TDP2 absorb, TCR-CD3 inh, PRMT1 inh, mABHD4 FP
COc1ccccc1P(=O)(Cc1ccccc1[N+](=O)[O-])c1ccccc1 (centres undefined)
  3.5, -12.6, -2.3, -0.9, -1.4, -3.2, 12.2, 0.0, -1.6, -2.6
CCCCNC(=S)Nc1cccc2cnccc12
  -1.3, -5.1, -1.0, 1.0, 11.2, -1.1, 16.9, -2.0, -1.8, 5.7
Oc1ccc2ccccc2c1-c1sc(Nc2ccccc2)n[n+]1-c1ccc(F)cc1
  3.5, 0.3, 1.2, -17.9, 1.3, -18.9, -10.9, -1.8, 9.3, 2.2
CCN1CCN(C(=O)CN2C(=O)c3ccccc3S2(=O)=O)CC1
  -2.5, 2.0, 0.1, -1.7, 7.6, 1.1, -2.9, 1.1, 0.5, 3.2
O=C(COc1cccc(Br)c1)N/N=C1\CCSC1
  2.8, 4.5, -0.7, 2.8, -6.5, 2.0, 4.2, 4.9, 6.9, 5.8
COc1cccc(NC(=O)CN(C)C(=O)c2ccc(NC(=O)CC3SC(N4CCCC4)=NC3=O)cc2)c1 (centres undefined)
  2.1, -2.9, -5.1, 5.8, 7.2, 3.8, 9.1, -10.2, 1.4, 3.8
CC/C(C)=N/Nc1nc2c(c(=O)[nH]c(=O)n2C)n1CCc1ccccc1
  1.2, 0.9, 1.3, 13.5, 3.1, 6.3, 0.0, 0.8, 10.6, 14.6
CCOc1ccccc1NC(=O)CC(O)(C(F)(F)F)C(F)(F)F
  0.0, 2.6, -1.2, 1.5, 2.1, 0.8, -3.4, -2.6, 1.2, -4.2
COc1cc(C(=O)NCCOc2cc(C)cc(C)c2)cc(OC)c1OC
  5.7, -1.2, -3.4, 0.1, -7.4, -1.6, -16.0, 4.7, -0.8, 7.4
C=CCc1ccc(OCCCCNC(C)CC)c(OC)c1 (centres undefined)
  -2.4, 4.2, 2.4, -1.0, 0.4, 2.2, -4.2, 6.7, -1.5, 3.5
O=c1oc2ccccc2c2c1ccc1ccccc12
  1.4, -6.6, 0.1, -24.2, -4.5, 7.4, -11.1, 1.1, 1.0, -1.2
COc1ccc(OC)c(S(=O)(=O)N/N=C\c2ccc3c(c2)OCO3)c1
  4.6, -3.4, -2.1, -0.6, 7.1, 0.5, 7.6, 2.7, -1.1, 2.6
C=CCOc1c(CNc2ncn[nH]2)cccc1OCC
  1.2, 6.4, 2.6, 0.5, -1.6, 1.0, -8.3, 4.4, -1.3, 7.7
CCOc1ccc(N(CC(=O)NCCSCc2ccccc2)S(=O)(=O)c2ccccc2)cc1
  4.6, -0.2, -3.3, -30.3, -2.6, -3.6, -16.5, -2.5, 2.7, -6.2
Cc1onc(C(=O)NN)c1C(=O)Nc1ncc(C(F)(F)F)cc1Cl
  -2.3, -0.2, 2.9, 9.2, 5.6, 6.3, -0.6, 0.3, -0.3, -1.2
C=CCNC(=S)NNC(=O)c1ccncc1
  3.4, 2.8, -1.5, 12.2, 5.9, -3.5, 4.3, -3.9, -1.0, 2.9
O=C1CCCc2c1cc(-c1ccccc1)n2-c1ccc(O)cc1
  -2.7, 6.1, 1.7, -15.1, -1.9, 4.0, -0.5, 6.8, 0.4, -0.2
CC(=O)/C(=N/Nc1ccccc1)Sc1nnc(C(O)c2ccccc2)n1-c1ccccc1 (centres undefined)
  0.9, -7.7, -2.0, -5.3, 2.5, -1.5, -3.4, 2.1, 0.6, -3.2
Cc1cccc(N2CC34C=CC(O3)C(C(=O)O)C4C2=O)c1 (centres undefined)
  2.8, 4.8, -0.4, 2.1, 2.1, -4.4, -1.3, 4.9, -1.4, -0.8
CCN(CC)C(=O)C(C)N(C#N)c1nc(NC(C)C)nc(NC(C)C)n1 (centres undefined)
  -0.5, 4.1, -2.1, -1.7, -1.1, -7.6, -1.6, -1.9, 2.4, 10.8
COc1ccc(Cc2nnc3c4cnn(C)c4ncn23)cc1
  -2.4, 5.4, 1.5, 2.7, 6.5, -0.7, 4.0, 5.0, -2.8, -0.7
COc1nc(-c2ccc(Cl)cc2Cl)nc2ccccc12
  6.6, -8.5, -8.0, 2.8, -6.0, 0.0, 13.6, -0.4, 4.2, 10.7
CCOC(=O)N1CCC(NC(=O)c2ccc(Cl)cc2)CC1
  2.5, -5.9, 2.5, -3.5, 11.0, -3.4, -5.6, -2.1, -4.3, 0.3
Cc1cc(C)c(S(=O)(=O)Nc2ccc(OCC(=O)O)cc2)c(C)c1
  -1.9, -3.0, 2.0, -4.3, 3.5, 5.5, -6.2, 8.8, -4.8, -4.2
Nc1ccc(Cc2nc3cc4ccccc4cc3[nH]2)cc1
  2.0, 0.9, -7.1, nt, 0.0, 2.9, 4.5, 1.3, -0.4, 1.3
Cc1c(C(=O)OCC(=O)Nc2ccccc2OC(F)F)cccc1[N+](=O)[O-]
  8.2, -0.8, -1.7, -7.5, -0.7, -0.2, 2.3, 1.6, 2.1, -5.1
CC(=O)Oc1ccc(/C=C(\NC(=O)c2ccco2)C(=O)Nc2ccc(C(C)=O)cc2)cc1
  -1.7, 3.2, -7.0, 6.0, 4.3, 5.5, -0.4, -7.4, 6.1, -6.5
CC(C)NC(=O)CC1C(=O)NCCN1CC(c1ccccc1)c1ccccc1 (centres undefined)
  -4.3, -5.5, -4.8, 3.3, 4.7, -0.7, 3.5, 0.9, 4.2, 4.8
O=C(CO)N/N=C/c1ccc(Cl)cc1
  -7.5, -0.7, 2.2, -0.7, -1.3, -0.5, -2.0, 7.6, -1.8, 3.8
CC(=O)Oc1ccc(-c2nc3cc(Cl)ccc3c(=O)o2)cc1
  -2.2, -3.0, 5.8, -1.8, -18.9, 11.5, 15.7, 0.1, -2.1, -4.1
CC1CC(C)CN(C(=O)Cn2nnc(-c3ccccc3)n2)C1 (centres undefined)
  4.4, -1.6, -0.1, -5.2, 7.6, -1.8, 6.3, -7.4, 3.2, -1.8
C=CCN1C=C2C(=O)C(C)(OC(=O)CCC(=O)OC)C(=O)C=C2C=C1C1CC1 (centres undefined)
  -1.5, 3.0, -0.5, 10.1, -5.7, 5.3, 3.6, 7.5, 11.8, 13.1
CCOc1ccccc1NC(=O)CSc1nnc(-c2ccco2)o1
  -3.1, -8.2, -0.4, -2.5, 3.1, -0.6, 3.2, 4.5, -1.2, 0.4
COc1ccccc1CNC(=O)Cn1cnc2ccccc2c1=O
  -1.5, 7.1, 1.3, -5.0, -3.0, -0.6, -6.8, 5.1, -1.0, 4.9
Cc1ccc(OCC(=O)N2CCN(C(=O)c3cccnc3)CC2)cc1
  -3.1, 3.4, 1.8, -3.2, 1.6, -0.3, -6.0, -1.2, -0.5, -2.7
COc1ccc2[nH]c(CN3CCN(CCC(C)C)C(CCO)C3)c(C)c2c1 (centres undefined)
  1.8, 4.2, 5.5, 1.4, 2.7, -7.6, -12.5, -1.5, -4.5, 1.9
Cc1ccc2c(c1)N(CC(=O)N1CCN(c3ccccc3)CC1)C(=O)C(C)O2 (centres undefined)
  -2.6, 0.9, 0.3, 1.6, -3.0, 0.2, -5.8, -0.1, 3.2, 2.7
CCOc1ccc(C(=O)c2ccc([N+](=O)[O-])cc2Cl)cc1
  -3.7, -7.9, -3.1, 1.1, -0.9, -2.0, -4.7, 2.0, 0.7, 9.5
CC(=O)Nc1ccc(S(=O)(=O)Nc2nc3ccccc3nc2Nc2cccc(O)c2)cc1
  1.3, 0.8, 1.2, 5.2, 3.2, 58.6*, -3.0, 1.6, -4.3, 17.7
CCCCOc1ccc(OCCCN2CCOCC2)cc1
  3.8, -0.6, -3.6, -1.3, 2.5, -2.8, 6.0, -5.6, 2.7, -1.6
C[C@H](O)[C@@H]1CN2CCc3c([nH]c4ccccc34)[C@@H]2C[C@@H]1N(C)C(=O)Nc1ccc(F)cc1
  8.3, -4.1, 6.7, -3.2, 11.1, 9.0, 3.1, 4.0, 14.3, 10.1
O=C(NCCCN1CCCC1)c1cccc(N2CCCC2=O)c1
  -1.6, -1.0, 0.5, 0.4, 7.2, -0.7, 5.8, 7.0, -2.8, 3.0
CCCn1nc(NS(=O)(=O)c2ccccc2)c2cc3ccccc3nc21
  3.5, 0.7, 0.0, 3.9, -4.5, 5.5, -8.0, -0.1, 1.6, 7.2
Cc1nnc(SCC(=O)O)o1
  -0.9, 1.1, -1.8, -1.1, 3.2, 0.8, 0.1, 2.7, -2.9, 0.6
Oc1ccc(C(c2nnnn2CCc2ccccc2)N2CCN(c3nc4ccccc4s3)CC2)cc1 (centres undefined)
  -1.7, -2.8, 1.4, -3.5, -17.9, 3.2, -12.3, 8.7, -2.9, -7.1
C[C@H](CO)N1C[C@H](C)[C@H](CN(C)Cc2ccc(Oc3ccccc3)cc2)Oc2cc(Br)ccc2S1(=O)=O
  0.1, -2.4, -7.3, -42.7, -11.3, 6.4, -9.7, -4.6, 3.4, -17.0
COc1cccc(S(=O)(=O)N(C)C[C@@H]2Oc3ncc(Br)cc3C(=O)N([C@H](C)CO)C[C@@H]2C)c1
  -3.0, -2.8, -0.4, nt, 0.2, 1.5, -2.7, 5.2, 1.1, 5.0
Cc1cc2c(nc1C)CCCN2S(=O)(=O)c1c(C)noc1C
  3.4, 3.4, -2.6, nt, -2.0, 7.7, 0.1, -5.5, -23.2, 3.8
COc1cccc(NC(=O)CN(C)C(=O)C(CCSC)NC(=O)c2ccco2)c1 (centres undefined)
  1.2, 2.4, -2.5, 5.8, 8.3, 3.6, 8.8, -0.9, -0.6, 1.6
COc1ccccc1C1CCN(Cc2cccc3ccccc23)CC1
  5.2, -4.2, -5.5, -9.6, -1.4, 1.8, -10.7, -6.9, 5.4, -7.1

# (cont.)
# Under each structure – MBD2 inh, GC-B act, LEDGF integ inh, HTRA1 inhibitor, SIAE inh, rCAG binder, TDP2 absorb, TCR-CD3 inh, PRMT1 inh, mABHD4 FP
C/C(=N\NC(=O)c1ccco1)c1ccc(NC(=O)c2cccs2)cc1
  5.5, -4.0, -4.5, -3.6, 4.9, 0.9, -3.6, -1.4, -0.1, -3.1
COC(=O)c1ccc(COc2ccccc2/C=C(\C#N)C(=O)Nc2c(C)cccc2C)cc1
  -1.2, 5.8, -0.3, -27.5, -10.1, 1.4, 5.8, -2.8, -0.2, 0.3
COc1ccc(N2CCN(Cc3nc4c(c(=O)n(C)c(=O)n4C)n3CC(C)=O)CC2)cc1
  5.0, 2.3, -1.1, 2.1, 2.9, -8.4, -1.6, -0.6, 1.3, 3.5
O=C(COc1ccc2c(c1)CCC2)Nc1ccccn1
  6.6, -0.8, -4.0, 0.2, -1.1, -5.0, 3.9, 3.5, 0.4, 0.3
